DUSP3 inh: VHR1 phosphatase inhibitors, primary screen, biochemical, colorimetric, HTS; inhibition, % at 20 µM; hit rate 0.7% among 50,000; AID 1992, 2009; recombinant VHR phosphatase, colorimetric substrate read-out; Dual specificity protein phosphatase 3 (Homo sapiens), P51452; in the data active = inhibition above about 60%; also: some results filed as inactive read as strong as hits
Target sequence (P51452 whole entry, looked up): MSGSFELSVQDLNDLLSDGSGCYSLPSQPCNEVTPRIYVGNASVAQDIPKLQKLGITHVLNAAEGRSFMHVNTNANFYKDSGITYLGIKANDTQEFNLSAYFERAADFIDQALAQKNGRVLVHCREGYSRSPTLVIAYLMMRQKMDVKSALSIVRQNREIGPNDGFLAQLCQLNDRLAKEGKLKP
* hit, by the source's call.

SMILES	DUSP3 inh
COc1ccc(C2CC(=O)C3=C(C2)Nc2ccccc2NC3c2c[nH]c3ccccc23)cc1 (stereo not drawn)	2.4
O=C1N=c2ccccc2=C1c1[nH]c(=S)[nH]c1O	-9.7
COC(=O)c1ccccc1NC(=O)Cn1cnc([N+](=O)[O-])n1	-12.5
O=C1CC(N(Cc2ccc3c(c2)OCO3)C(=S)Nc2ccccc2)C(=O)N1c1ccc(F)cc1 (stereo not drawn)	-13.5
COCCNC(=O)c1ccc([N+](=O)[O-])cc1	-19.2
N#C/C(=C\c1c[nH]c2ccccc12)c1nn(CCO)c(N)c1C#N	-34.4
COc1ccccc1OCC(=O)Nc1ccc2c(c1)OCO2	-4.1
Cc1ccc([N+](=O)[O-])cc1NC(=O)COc1ccc(C(C)(C)C)cc1	0.3
Cc1cccc(CN2CCN(C(=O)c3ccncc3)CC2)c1	0.9
COc1ccc(NC(=O)C(C)Oc2ccc(Cl)cc2Cl)c(OC)c1 (stereo not drawn)	0.1
O=c1c2ccccc2nc(-c2ccccc2)n1-c1ccccc1Br	-1.2
COc1ccc(Br)cc1C(=O)Nc1ccc2oc(-c3ccccc3F)nc2c1	4.7
COc1cccc(-n2c(/C=C/c3ccc4c(c3)OCO4)nc3ccccc3c2=O)c1	15.1
O=C(Nc1ccc(Cl)c(Cl)c1)Nc1nnc(-c2ccc([N+](=O)[O-])cc2)s1	-9.5
COc1cc(OC)cc(C(=O)N2CCN(C3CCCC3)CC2)c1	10.8
CCOC(=O)C1=C(C)NC(C)=C(C(=O)OC)C1c1ccc([N+](=O)[O-])cc1 (stereo not drawn)	-0.6
COC(=O)C1=C(C)NC2=C(C(=O)CC(c3ccccc3Cl)C2)C1c1ccc(Cl)cc1 (stereo not drawn)	13.3
CCCCNCCCCOc1cccc(OC)c1	-6.1
CCC1(CC)C(=O)NC(=O)N(C(=O)c2ccccc2Br)C1=O	-7.2
Cc1ccc(CC2S/C(=N\N=C\c3ccco3)NC2=O)cc1 (stereo not drawn)	-14.9
O=C(CSc1nnc(-c2ccc(Cl)cc2Cl)o1)NC1CCCCC1	-30.0
CN(C)c1ccc(P(=O)(c2ccc(N(C)C)cc2)c2ccc(N(C)C)cc2)cc1	-24.2
CC(=O)C1=C(C)NC2=C(C(=O)CC(C)(C)C2)C1c1cccc([N+](=O)[O-])c1 (stereo not drawn)	1.0
Cc1cc(C(=O)Nc2ccc(N(C)C)cc2)ccc1[N+](=O)[O-]	-7.4
CCCCCn1c(=O)c(C(=O)Nc2ccc(OC)cc2)c(O)c2ccccc21	-6.3

Next structures:
SMILES	DUSP3 inh
CCn1cc(/C=C(/C#N)C(=O)Nc2ccc(OC)cc2)c2ccccc21	3.4
CCC1(C)Cc2c(sc3[nH]c(=S)n(Cc4ccccc4)c(=O)c23)CO1 (stereo not drawn)	-6.7
COc1ccc(N(CC(=O)NCCSc2nc3ccccc3s2)S(=O)(=O)c2ccccc2)c(OC)c1	-5.0
CCCCCCCNC1CC(=O)N(c2ccc(OCCC)cc2)C1=O (stereo not drawn)	-9.2
Cc1ccsc1/C=C1\SC(=S)N(c2c(C)n(C)n(-c3ccccc3)c2=O)C1=O	16.3
CCn1c2ccccc2c2cc(NC(=O)c3ccc(OC)cc3OC)ccc21	42.8
COc1ccc(-c2cc(C(F)(F)F)n3nc(C(=O)N4CCN(C)CC4)c(Cl)c3n2)cc1	-19.8
Cc1c(Cl)c([N+](=O)[O-])nn1CC(=O)Nc1ccc(Cl)cc1C(=O)c1ccccc1	-10.3
CC1=NN(C(=O)c2ccc(Cl)cc2)C(O)(c2ccccc2)C1 (stereo not drawn)	0.1
COC(=O)c1c(NC(=O)COc2ccc(C)cc2Br)sc2c1C(C(=O)OC)CC2 (stereo not drawn)	-10.4
Clc1cccc(CN2CCN(Cc3cccnc3)CC2)c1	-17.1
Cc1cccc(OCCOc2ccc(/C=C3/SC(=S)N(C)C3=O)cc2)c1	-18.5
O=C(N/N=C/C=C/c1ccccc1)c1cc(-c2ccccc2)n[nH]1	-11.1
COc1c(Cl)cc(C(=O)Nc2cc(Cl)cc(Cl)c2)cc1Cl	-21.6
Cc1nc2ccccc2n1CCOc1ccc(Cl)cc1	-16.4
CCN(CC)CCCCCCOc1ccc(F)cc1	-12.9
O=c1[nH]c2ccc(Br)cc2c(-c2ccc(Cl)cc2)c1N1CCOCC1	-7.1
Cc1c(C(=O)Nc2ccc(Cl)cn2)cccc1[N+](=O)[O-]	-25.2
CC(=O)c1ccccc1NC(=O)c1ccccc1Br	-3.9
O=C(O)CCCCCN1C(=O)/C(=C\c2ccc(-c3ccc(Cl)c(Cl)c3)o2)SC1=S	8.3
COc1ccc2ccccc2c1C1NN=C(c2ccc(C)cc2)S1 (stereo not drawn)	1.4
O=C(O)CCC(=O)Nc1ccc(NC(=O)CCC(=O)O)cc1	-2.2
COCCN(CCOC)Cc1c(O)ccc2c3c(c(=O)oc12)CCC3	-5.1
O=C(NN1C(=O)/C(=C/c2ccc([N+](=O)[O-])cc2)SC1=S)c1ccccc1Cl	-1.1
O=C(O/N=C/c1ccc([N+](=O)[O-])o1)c1ccccc1Br	-23.7

In a second layout: entries from further up.
mol,DUSP3 inh
Cc1c(Cl)c([N+](=O)[O-])nn1CC(=O)Nc1ccc(Cl)cc1C(=O)c1ccccc1,-10.3
CC1=NN(C(=O)c2ccc(Cl)cc2)C(O)(c2ccccc2)C1 (stereo not drawn),0.1
COC(=O)c1c(NC(=O)COc2ccc(C)cc2Br)sc2c1C(C(=O)OC)CC2 (stereo not drawn),-10.4
Clc1cccc(CN2CCN(Cc3cccnc3)CC2)c1,-17.1
Cc1cccc(OCCOc2ccc(/C=C3/SC(=S)N(C)C3=O)cc2)c1,-18.5
O=C(N/N=C/C=C/c1ccccc1)c1cc(-c2ccccc2)n[nH]1,-11.1
COc1c(Cl)cc(C(=O)Nc2cc(Cl)cc(Cl)c2)cc1Cl,-21.6
Cc1nc2ccccc2n1CCOc1ccc(Cl)cc1,-16.4
CCN(CC)CCCCCCOc1ccc(F)cc1,-12.9
O=c1[nH]c2ccc(Br)cc2c(-c2ccc(Cl)cc2)c1N1CCOCC1,-7.1
Cc1c(C(=O)Nc2ccc(Cl)cn2)cccc1[N+](=O)[O-],-25.2
CC(=O)c1ccccc1NC(=O)c1ccccc1Br,-3.9
O=C(O)CCCCCN1C(=O)/C(=C\c2ccc(-c3ccc(Cl)c(Cl)c3)o2)SC1=S,8.3
COc1ccc2ccccc2c1C1NN=C(c2ccc(C)cc2)S1 (stereo not drawn),1.4
O=C(O)CCC(=O)Nc1ccc(NC(=O)CCC(=O)O)cc1,-2.2
COCCN(CCOC)Cc1c(O)ccc2c3c(c(=O)oc12)CCC3,-5.1
O=C(NN1C(=O)/C(=C/c2ccc([N+](=O)[O-])cc2)SC1=S)c1ccccc1Cl,-1.1
O=C(O/N=C/c1ccc([N+](=O)[O-])o1)c1ccccc1Br,-23.7

The list goes on:
SMILES	DUSP3 inh
O=C(COc1ccccc1[N+](=O)[O-])Nc1ccc2oc(-c3ccc(Cl)cc3)nc2c1	-29.6
COc1ccc(-c2cc3ccccc3oc2=O)cc1OC	-7.3
COc1ccccc1/C=C1\C(=O)Nc2ccccc21	-4.7
O=C(Nc1cccc(Cl)c1)Nc1ccccc1C(=O)N1CCN(c2ccc(F)cc2)CC1	-5.5
COc1ccc(NC(=O)CN(Cc2ccccc2)S(=O)(=O)c2ccccc2)cc1Cl	-22.2
CC(C(=O)O)N1C(=O)/C(=C/c2cccs2)SC1=S (stereo not drawn)	-5.4
CCOC(=O)Cc1csc(NC(=O)/C=C\c2ccccc2Cl)n1	-41.0
C(=C\CSc1nc2ccccc2[nH]1)/CSc1nc2ccccc2[nH]1	-7.9
COc1cc([N+](=O)[O-])cc(C=C2C(=O)N(C)C(=O)N(C)C2=O)c1O	23.8
COc1cc(/C=N/NC(=O)CSCc2ccc([N+](=O)[O-])cc2)cc(OC)c1OC	-3.8
O=[N+]([O-])c1ccccc1S(=O)(=O)Nc1ccc(S(=O)(=O)Nc2nccs2)cc1	-0.9
C/C(=N\NC(=O)c1cc(C)[nH]n1)c1ccc2ccccc2c1O	1.6
Cc1c(C(=O)NCCC2=CCCCC2)cccc1[N+](=O)[O-]	-32.6
Cc1cccc(N(CC(=O)NCCSc2ccccn2)S(=O)(=O)c2ccccc2)c1	11.1
COc1ccc(NC(=O)C2=C(C)NC(=O)NC2c2ccc(C)cc2)cc1 (stereo not drawn)	-3.7
COc1cc(/C=C2\SC(=S)N(C)C2=O)cc(Br)c1O	3.7
Cc1c(Cc2ccccc2)sc(NC(=O)c2ccc(-c3ccccc3)cc2)c1C(N)=O	33.1
COc1ccc(N(CC(=O)N/N=C(\C)c2ccccc2)S(=O)(=O)c2ccccc2)cc1	-1.5
CC(=O)c1cccc(-c2ccc(/C=C3\C(=O)NC(=O)C(C#N)=C3C)o2)c1	51.3
COc1ccc(C2CC(=O)C3=C(C2)Nc2ccccc2NC3c2ccccc2OC(C)C)cc1 (stereo not drawn)	3.4
CN(C)c1ccc(/C=C2\N=C(c3ccccc3Cl)OC2=O)cc1	-4.3
COc1ccc(NC2=CC(=O)CC(C)(C)C2)c(OC)c1	-8.5
CCCC(=O)NNC(=O)c1ccccc1C	-31.8
COc1ccc(/C=C2/SC(=O)N(CC(=O)Nc3cc(C)on3)C2=O)cc1OC	-5.3
CSc1ccc(/C=N/Nc2nc(Nc3ccccc3)nc(N3CCOCC3)n2)cc1	-4.3

(list continues)
SMILES	DUSP3 inh
Cc1ccc(OCC(=O)NC(C)C)cc1	-10.0
O=C(Nc1c(-c2ccccc2)nc2sccn12)c1ccc(Cl)cc1	-12.5
O=S(=O)(c1ccc(Br)cc1)N1CCN(c2ccccc2)CC1	-21.3
CC(C)c1ccc(CNc2cc(N3CCN(S(C)(=O)=O)CC3)ccc2[N+](=O)[O-])cc1	-11.7
Cn1cnnc1SCC(=O)N1CCCc2ccccc21	-5.8
COc1cc([N+](=O)[O-])ccc1NC(=O)c1cc(Cl)ccc1Cl	0.9
Cc1ccc(C(=O)O)cc1NC(=O)CN1C(=O)c2ccccc2C1=O	-76.2
Cc1onc(-c2c(F)cccc2Cl)c1C(=O)NCc1ccc(Cl)cc1	-4.8
C#CCSc1nc2sc3c(c2c(=O)n1CC=C)CCCC3	0.6
CCOc1ccccc1NS(=O)(=O)c1cc(Cl)ccc1Cl	-1.7
Cc1ccc(OCC(=O)N2CCc3ccccc3C2)cc1	5.6
CCOC(=O)C1=C(C)N=c2s/c(=C\c3ccc(-c4cccc(C(=O)O)c4)o3)c(=O)n2C1c1ccc(OC)c(OC)c1 (stereo not drawn)	-11.3
O=C1NC(=Nc2ccccc2)S/C1=C/c1ccsc1	-6.8
COCCCN1C(=O)c2ccc3c4c(ccc(c24)C1=O)CC3	-8.4
CC1CCN(C(=O)c2ccc(Br)cc2)CC1	-20.6
O=C(Nc1ccccc1-c1ccccc1)c1ccc(F)cc1	-30.9
O=C(NNC(=O)C(c1ccccc1)c1ccccc1)C(c1ccccc1)c1ccccc1	-8.6
C/C(=N\NC(=O)Cc1ccc(Cl)cc1)c1ccc(Cl)s1	-29.3
COCCOC(=O)C1=C(C)NC(=O)CC1c1cccc(Cl)c1 (stereo not drawn)	-3.4
Cc1ccc(-n2nc3cc(C)c(NC(=O)COc4ccccc4C)cc3n2)cc1	-2.5
Cc1ccc(NC(=O)/C(=C\c2ccc([N+](=O)[O-])o2)NC(=O)c2ccccc2I)cc1	-13.7
O=c1oc(-c2cccs2)nc2sc3c(c12)CCCCC3	-14.2
O=C(NC1CCCCCC1)c1ccc([N+](=O)[O-])o1	-7.9
CON(C)c1nc(OCCNC(=O)COc2ccc(Cl)cc2C)nc(N(C)C)n1	-8.6
O=C1C(=O)c2ccccc2C(O)=C1c1ccc([N+](=O)[O-])cc1	-6.0

Further entries.
SMILES	DUSP3 inh
Cc1cccc(C2(c3cccc(C)c3)CC2C(=O)NC(C)C)c1 (stereo not drawn)	-15.2
Cc1ccc(-c2cc(NC(=O)c3ccc(F)cc3)n[nH]2)cc1	-6.9
COc1nccnc1NS(=O)(=O)c1ccc(N=Cc2c(C)[nH]n(-c3ccc(C)c(C)c3)c2=O)cc1	-20.4
O=C(Oc1ccc(-c2nc3ccccc3[nH]2)cc1)c1ccc(Cl)cc1	-25.7
O=C(Nc1ccccc1C(F)(F)F)C12CC3CC(CC(C3)C1)C2	-8.2
COc1cc(/C=c2\sc3nc4ccccc4n3c2=O)cc(I)c1OCCOc1cccc(C)c1	1.3
COc1nc2nonc2nc1Nc1ccc(C)cc1	-1.2
COc1cccc(/C=N\NC(=O)CN2CCN(Cc3ccccc3)CC2)c1O	19.4
O=S(=O)(Nc1cccc(-c2nc3ccccc3[nH]2)c1)c1ccccc1	7.4
COc1ccc2nc(C)c(CCC(C)=O)c(Cl)c2c1	-36.3
CCNC(=O)C(=O)Nc1ccccc1C	-1.5
COCCNC(=O)c1nn2c(C(F)(F)F)cc(-c3ccc(OC)c(OC)c3)nc2c1Cl	-9.6
O=C(NCC1COc2ccccc2O1)c1ccccc1 (stereo not drawn)	-17.2
Cc1ccc(/C(O)=C2\C(=O)C(=O)N(CCCC(=O)O)C2c2ccc(Cl)cc2)cc1 (stereo not drawn)	-12.4
CCOC(=O)c1sc(NC(=O)c2cc3n(n2)C(C(F)(F)F)CC(c2ccccc2)N3)c(C(=O)OCC)c1C (stereo not drawn)	5.5
COc1cc(C(=O)N2CCC(Cc3ccccc3)CC2)cc(OC)c1OC	-0.1
Cc1ccc(-c2cc(NC(=O)c3ccc(Cl)cc3)n[nH]2)cc1	-2.5
c1ccc(CCSc2ncnc3nc[nH]c23)cc1	4.9
O=C(O)CCC(=O)N1N=C(c2ccc(Br)cc2)CC1c1ccc(Br)cc1 (stereo not drawn)	14.4
O=C(COc1ccc2ccccc2c1)Nc1ccc(Cl)cc1Cl	-10.0
Cc1cc(=O)oc2cc(OCC(=O)OC(C)C)c(Cl)cc12	-6.4
O=c1[nH]c(N2CCCCCC2)nc2ncn(Cc3ccccc3)c12	-5.6
CC(C)(C)c1ccc(S(=O)(=O)N2CCN(c3ccc(F)cc3)CC2)cc1	-2.1
COc1ccc(OC)c(N2C(=O)C3C4C=CC(CC4)C3C2=O)c1 (stereo not drawn)	-8.1
O=C(/C=C/c1ccccc1)N1CCc2ccccc21	18.5
COc1cccc(NC(=O)CN(c2ccc(C)c(Cl)c2)S(C)(=O)=O)c1	-18.3
Cc1c(NC(=O)COc2ccc(Cl)cc2Cl)cccc1[N+](=O)[O-]	-11.4

High-throughput results (PubChem)

A portion of the library; count on the stated rates, not on these rows.
